Bioassay records: PubChem, The Scripps Research Institute Molecular Screening Center
DDE Tn7 FP inh: disrupts Tn7 cyclic peptide binding to fibrin D-Dimer-E complex; 370,000 compounds, 0.13% hits; inhibition, % at 8.3 µM; AID 720508; FP displacement of FITC-Tn7 peptide from fibrin DD(E); 0% = median of compound wells per plate;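 active = inhibition above the mean of compounds falling within the control limits plus 3 SD of them, cut at about 14% in these data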;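 also: 0% = plate median of compound wells and 100% = 10 µM Aha-Tn7 peptide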
Target sequence (P02675 whole entry, looked up): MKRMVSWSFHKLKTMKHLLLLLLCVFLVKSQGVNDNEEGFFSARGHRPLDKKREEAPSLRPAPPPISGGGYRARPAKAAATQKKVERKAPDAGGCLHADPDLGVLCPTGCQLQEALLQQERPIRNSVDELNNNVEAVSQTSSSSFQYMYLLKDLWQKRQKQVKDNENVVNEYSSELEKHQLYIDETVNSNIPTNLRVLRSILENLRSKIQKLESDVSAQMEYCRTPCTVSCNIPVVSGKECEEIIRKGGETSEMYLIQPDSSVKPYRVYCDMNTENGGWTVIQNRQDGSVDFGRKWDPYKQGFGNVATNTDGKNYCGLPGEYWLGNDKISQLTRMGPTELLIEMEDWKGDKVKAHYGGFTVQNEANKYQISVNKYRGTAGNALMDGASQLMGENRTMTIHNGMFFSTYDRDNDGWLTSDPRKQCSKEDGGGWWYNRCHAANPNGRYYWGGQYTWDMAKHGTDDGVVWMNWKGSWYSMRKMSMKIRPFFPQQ
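System: human fibrin DD(E); quantity: Fibrin-DD(E) at 2 µM final; also added: fluorescent Tn7 probe at 0.1 µM; compound dosing: single nominal test concentration of 8.3 µM per compound; schedule: 10 min preincubation, 3 h with tracer, room temperature; detection: fluorescence polarization of the labelled Tn7 tracer; repeats: one replicate per compound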
LEDGF integ inh: blocks HIV-1 LEDGF/p75-dependent DNA integration. TR-FRET IN-LEDGF/p75 DNA integration, Eu/Cy5. inhibition, % at 3.7 µM. 370,000 compounds, 0.64% hits. AID 743269;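 active = inhibition above the screen-wide mean plus 3 SD, cut at about 13% in these data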;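 also: signal is the Cy5 over europium emission ratio at 671 and 618 nm; 0% = plate median of compound wells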
SIAE inh: human SIAE inhibition, primary screen; SIAE FP-Rh probe binding, fluorescence polarization; Q9HAT2; inhibition, % at 9.66 µM; 370,000 compounds, 0.69% hits;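 active = inhibition above a cutoff: mean of compounds within the control limits plus 3 SD of those, cut at about 17% in these data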;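 also: 0% = plate median of compound wells and 100% = probe without SIAE protein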
proKLK7 act: proKLK7 (human) activation, primary screen | purified proKLK7, EDANS-DABCYL substrate fluorescence; 100% is mature enzyme control, 0% vehicle | activation, % at 7 µM | 370,000 compounds, 0.9% hits | AID 652039;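 active = activation above the mean of all tested compounds plus 3 SD, computed per campaign excluding outliers beyond control limits, cut at about 13% in these data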
MBD2 DNA inh: MBD2-methylated oligo binding inhibition | TR-FRET, MBD2 binding to methylated oligonucleotide | AID 686964 | inhibition, % at 4.4 µM | 370,000 compounds, 0.31% hits; in the data active = inhibition above about 13%
TCR-CD3 inh: blocks the human TCR-CD3 interaction; TAMRA-labeled TCR probe fluorescence, biochemical; inhibition, % at 9.4 µM; 360,000 compounds, 0.37% hits; AID 651800; in the data active = inhibition above about 19%;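 also: recombinant mutant TCR 2C K166C tagged with TAMRA read by polarization; 0% = receptor in buffer alone and 100% = receptor with positive control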
UHRF1 MBD2 ctr: UHRF1 methyl-DNA binding inhibition | Q96T88 | UHRF1 binding to methylated oligo, TR-FRET | inhibition, % at 4.4 µM | 370,000 compounds, 0.75% hits; in the data active = inhibition above about 21%;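 also: UHRF1 SRA domain binding a hemimethylated CpG hairpin DNA probe; 0% = median of test compound wells and 100% = reference inhibitor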
PRMT1 inh: PRMT1 (human) inhibition, primary screen. Q99873. recombinant PRMT1, activity-based probe fluorescence polarization. inhibition, % at 2.79 µM. 370,000 compounds, 1.3% hits;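 active = inhibition above about 21% made by adding two undisclosed values, limit read from the data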
Target sequence (Q99873 whole entry, looked up): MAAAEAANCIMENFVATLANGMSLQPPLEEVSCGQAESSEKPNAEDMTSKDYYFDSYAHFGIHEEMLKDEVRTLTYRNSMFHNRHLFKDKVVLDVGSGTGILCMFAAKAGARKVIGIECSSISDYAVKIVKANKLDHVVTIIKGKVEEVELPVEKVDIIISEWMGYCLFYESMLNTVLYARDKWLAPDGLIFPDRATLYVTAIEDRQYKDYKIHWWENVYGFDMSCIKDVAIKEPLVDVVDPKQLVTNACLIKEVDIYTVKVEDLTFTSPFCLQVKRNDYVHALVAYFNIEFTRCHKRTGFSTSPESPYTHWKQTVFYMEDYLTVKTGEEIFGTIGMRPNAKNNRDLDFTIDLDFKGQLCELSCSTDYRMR
TDP2 absorb: TDP2 (human) inhibition, absorbance primary screen. AID 720702. recombinant TDP2, T5PNP hydrolysis, p-nitrophenol absorbance 415 nm. O95551. inhibition, % at 12.8 µM. 370,000 compounds, 0.34% hits;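 active = inhibition above the mean of all tested compounds plus 3 SD, set per campaign, cut at about 25% in these data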;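 also: 0% = DMSO with enzyme and 100% = buffer with substrate but no TDP2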
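System – recombinant human TDP2 · Amount – 120 nM TDP2 per well · Buffer or medium – Mg2+-containing Tris-HCl buffer, pH 7.5 · Reagent – T5PNP substrate, 5 mM · Dosing – 12.8 µM single point, 1% DMSO · Incubation – 2 h at 37 °C · Measured by – epi absorbance · Read-out basis – percent inhibition · Benchmarks – high control without enzyme, low control DMSO plus TDP2 · Repeats – singlicate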
DDE Tn6 FP inh: DD(E)-Tn6 binding inhibition, primary FP screen. Fibrin DD(E) TRITC-Tn6 fluorescence polarization displacement. 370,000 compounds, 0.21% hits. inhibition, % at 8.3 µM. AID 720509;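 active = inhibition above a per-campaign cutoff: mean of compounds within control limits plus 3 SD, cut at about 15% in these data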;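 also: 0% = median of all compound wells on the plate and 100% = blocking peptide control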
* marks the source's active call; other numbers are inactive results; nt = no result given. Hits appear at their usual frequency, and some 4.6% of all compounds hit somewhere here.

Second line of a record – DDE Tn7 FP inh	LEDGF integ inh	SIAE inh	proKLK7 act	MBD2 DNA inh	TCR-CD3 inh	UHRF1 MBD2 ctr	PRMT1 inh	TDP2 absorb	DDE Tn6 FP inh
> C=CCN1[C@@H](CC(C)C)COc2cccc(NCCCN3CCOCC3)c2S1(=O)=O
→ -2	10	3	0.6	-1	-3	0	3	9	2
> CCCN(CCC)C(=O)NC1CC(=O)N(c2ccc(OC)cc2)C1 (stereo not given)
→ 8	1	-2	0.5	-1	3	1	-3	4	-3
> O=C(CC1OC(=O)c2ccccc21)Nc1cc(Cl)ccc1N1CCOCC1 (stereo not given)
→ 0	3	4	-1.1	1	-1	0	-3	-4	0
> CCOC(=O)c1cc(-c2ccccc2)n(CC(=O)Nc2ccc(OCC)cc2)c1C
→ 7	-4	5	0.4	5	4	3	4	-4	-3
> O=C(Nn1cnnc1)c1ccc(OC(F)(F)C(F)C(F)(F)F)cc1 (stereo not given)
→ -3	10	0	-0.3	-3	0	-1	-3	-9	-7
> O=C(CSc1nnc(Cc2cccs2)n1C1CCCCC1)N1CCN(C(=O)c2ccco2)CC1
→ -2	1	1	-0.6	-4	6	-4	0	14	0
> CCCCOc1ccc(Br)cc1/C(C)=N/NC1=NCCN1
→ -6	1	5	-0.2	0	1	-2	-1	-3	5
> O=C1C2C3CCC(O3)C2C(=O)N1c1cccc(O)c1 (stereo not given)
→ -2	4	-1	-0.4	4	0	0	-1	2	-2
> CCCNC(=O)Cn1c(=O)/c(=C/c2ccc(-c3cccc([N+](=O)[O-])c3)o2)s/c1=C\C(=O)C(C)(C)C
→ 5	-1	3	-0.5	-2	0	1	0	-6	-2
> O=C(Cc1ccc([N+](=O)[O-])cc1)Nc1ccc(O)cc1C(=O)O
→ -3	4	10	-0.1	-2	10	-1	0	0	7
> O=C(Nc1ccc(-c2csc(-c3ccccc3)n2)cc1)c1ccccc1
→ -6	-2	3	-0.4	-1	2	-1	-1	3	-9
> CCCCN(C)CCCNC(=O)c1cn(CC)c2ccc(S(=O)(=O)N3CCc4ccccc4C3)cc2c1=O
→ 4	-7	1	0.2	-8	7	-2	0	-4	2
> O=C(c1ccc(F)cc1)n1c(NCc2ccccc2)n[nH]c1=S
→ 1	4	-3	0.9	-4	-9	4	-3	-26	8
> O=C(NCc1ccccc1)c1cccc(OCC(=O)N2CCN(C(=O)c3ccco3)CC2)c1
→ 3	3	3	-0.8	8	4	21*	2	8	0
> CCC1=C(OC(=O)N(CC)CC)N2C(=O)OC(=NCc3ccccc3)[C@]2(C)[C@H]2C1=CC[C@H]1C(=O)N(CC(=O)OC)C(=O)[C@H]12
→ 1	0	2	0.7	-2	-1	1	1	-5	-2
> CC(C)Cn1nc(C(=O)N2CCc3ccccc32)c2ccccc2c1=O
→ 2	0	-3	-0.5	1	8	-3	-1	-5	12
> Cc1c(NC(=O)CC(=O)Nc2c(C)n(C)n(-c3ccccc3)c2=O)c(=O)n(-c2ccccc2)n1C
→ 1	1	4	-0.2	-5	8	-1	-8	3	-2
> CC1(c2nnc(-c3ccc(F)cc3)o2)CC(c2ccc(F)cc2)=NO1 (stereo not given)
→ 0	2	9	0.1	7	-7	6	0	-7	4
> COc1ccc(NC(=O)c2c(NC(=O)CCC(=O)O)sc3c2CCCCC3)cc1
→ -3	-2	4	-0.1	2	0	1	4	1	-6
> CC(=O)N1CCN(C(=O)c2ccccc2NS(=O)(=O)c2ccc(F)cc2)CC1
→ 3	-4	6	0.1	3	-3	2	3	12	3
> CCCOc1ccc(C2=NNC(c3cccs3)=Nc3ccc(OC)cc32)cc1
→ 2	4	1	-0.3	1	0	0	1	-3	-5
> COc1cccc(NC(=O)CN(C)CC(=O)Nc2ccc(C)c(S(=O)(=O)N3CCOCC3)c2)c1
→ 1	-2	-3	0.8	-4	-2	2	4	-2	0
> O=C(c1cccc(F)c1)N1CCCC(C(=O)N2CCCC2)C1 (stereo not given)
→ 2	-1	11	0.2	1	8	-2	-1	10	10
> Cc1cccc(NC(=O)c2cc(NC(=O)C3CCCCC3C(=O)O)ccc2Cl)n1 (stereo not given)
→ -3	-1	4	-0.1	-1	11	-2	2	3	1
> CCOC(=O)c1cnn(-c2ccccc2)c1-n1cccc1C(=O)C(=O)Nc1ccc(OC)cc1
→ -1	0	-6	0.4	-1	-6	-3	-1	7	4
> CCOC(=O)C1C(c2ccc(OC)c(OC)c2)c2c([nH][nH]c2=O)CC1(C)O (stereo not given)
→ -9	2	3	-0.1	2	4	6	4	13	3
> Cc1ccc2c(C)nc(Nc3ncc4c(n3)CCCC4=O)nc2c1
→ -2	1	1	-0.7	2	-2	-1	1	-5	2
> COc1ccccc1N1CCN(C2CCCN(Cc3ccccc3OCCO)C2)CC1 (stereo not given)
→ 10	-3	3	-1.1	-1	-18	-2	-6	4	-1
> CCCCn1cc(SCC(=O)O)c2ccccc21
→ -2	2	-5	-0.8	-1	1	2	0	-16	3
> CCOc1cc(CNCc2ccccn2)cc(Cl)c1OC
→ 1	7	8	0.6	3	-5	-2	-1	2	1
> CCOc1cc(N2CCOCC2)c(OCC)cc1NC(=O)Cc1ccccc1
→ -2	2	6	0.3	4	0	5	10	3	-4
> CN(C)S(=O)(=O)c1cccc(C(=O)NCc2cccs2)c1
→ 5	-3	1	0.1	3	5	1	1	5	6
> Cc1c(/C(O)=C2/C(=O)C(=O)N(Cc3cccnc3)C2c2cccs2)cnn1-c1ccccc1 (stereo not given)
→ -3	2	4	0.6	-7	-2	-6	-2	14	-1
> O=C(OCCC12CC3CC(CC(C3)C1)C2)c1ccc(NCc2cc(O)ccc2O)cc1
→ -3	6	13	0.0	-1	7	1	8	-7	5
> CC(C)Oc1ccc(C(=O)NCCCNC(=O)c2cccnc2)cc1
→ 0	-2	1	-0.3	5	2	1	6	-2	0
> COc1cc(CNCCCN2CCOCC2)cc(Cl)c1OCC(=O)NC(C)(C)C
→ 3	-1	0	0.7	-2	-4	3	4	0	-3
> COc1ccc(NC(C)=O)cc1NC(=O)c1ccc(Cl)cc1
→ 7	-3	-4	0.3	3	5	2	0	-6	3
> COc1ccc(S(=O)(=O)N(C)C[C@H]2Oc3c(NC(=O)Nc4c(C)noc4C)cccc3C(=O)N([C@H](C)CO)C[C@@H]2C)cc1
→ -6	2	-5	0.3	6	1	16	3	13	4
> Cc1cccc(C)c1NC(=O)CSc1nnc(-c2ccoc2C)n1C
→ 4	3	4	-0.3	2	-2	0	1	4	2
> Cc1nc(N2CCN(C(=O)COc3ccccc3)CC2)c2c(C)c(C)sc2n1
→ 6	3	3	0.1	-2	6	0	2	4	-3
> CCCCOc1ccccc1C1NC(=O)NC(C)=C1C(=O)OCCOCC (stereo not given)
→ -2	-1	1	0.5	-4	-4	-2	1	9	4
> COc1ccccc1-c1nnc2sc(-c3ccc(N(C)C)cc3)nn12
→ 1	3	4	-26	-1	4	0	-2	10	-3
> Cc1ccc(S(=O)(=O)c2c(N)n(NC(=O)c3ccco3)c3nc4ccccc4nc23)cc1
→ 2	-3	-9	46*	-3	3	-3	0	8	-8
> Cn1ccsc1=NC(=O)c1ccc(Cl)c([N+](=O)[O-])c1
→ -9	3	-5	-0.5	2	8	-3	-3	11	6
> CNc1c(NS(=O)(=O)c2ccc(CC(C)C)cc2)c(=O)oc2ccccc12
→ 1	3	-23	0.3	0	2	-1	-2	5	-3
> O=c1cnc2ccccc2n1Cc1ccccc1C(F)(F)F
→ 1	-2	3	-0.8	0	1	-1	-2	3	15
> COc1ncccc1-c1cc2nc(NCCCN(C)C)n(C)c(=O)c2s1
→ 0	0	-7	1.9	14*	2	17	-4	13	-5
> COc1cc(CC(=O)OCc2ccccc2F)cc(OC)c1OC
→ -1	0	4	0.3	2	-2	1	1	4	3
> C/C(=N/NC(=O)c1cc(-c2ccccc2)nc2c(Cl)cccc12)c1cccnc1
→ -4	-3	-20	-0.8	6	-5	-3	5	3	-4
> COc1cccc(N2CC(C(=O)NNC(=O)c3ccc(Cl)cc3)CC2=O)c1 (stereo not given)
→ 6	1	-6	0.3	-2	1	0	0	5	1
> CC1CCCN(c2ccc(N)cc2C(N)=O)C1 (stereo not given)
→ -4	-4	6	0.3	-1	-1	-1	4	2	0
> COc1ccc(S(=O)(=O)N2CCC(C(=O)NCC(c3cccs3)N(C)C)CC2)cc1 (stereo not given)
→ -7	-5	-6	-0.3	2	-3	7	7	-8	-7
> O=C(NCc1ccncc1)Nc1ccccc1Cl
→ 6	0	-3	-1.0	-1	-1	1	1	-5	6
> CC(=O)Nc1ccc(S(=O)(=O)Nc2ccc(S(=O)(=O)Nc3nc(C)cc(C)n3)cc2)cc1
→ -2	-1	-9	-0.6	-2	-1	0	3	4	-1
> CC(=O)N/C(=C\c1ccc(F)cc1)C(=O)NC(Cc1ccccc1)C(=O)O (stereo not given)
→ -3	-2	5	-0.2	-3	2	0	-2	2	3
> CCOC(=O)c1c(C)c(C(=O)NCCOC)c(C)n1CC
→ 2	-3	-5	-0.1	-2	5	-1	-1	9	0
> CCCC(=O)Nc1sc2c(c1C(=O)OCC)CC(C)(C)OC2
→ -2	-1	5	0.3	-8	5	0	0	-3	-4
> O=[N+]([O-])c1ccccc1/C=C/CN1CCCCC1
→ 3	0	-4	0.8	0	1	0	-1	9	-10
> Cc1ccc(C(=O)NN2C(=O)C3C4c5ccccc5C(c5ccccc54)[C@@H]3C2=O)cc1 (stereo not given in full)
→ 7	1	-1	0.6	-3	7	-5	-4	5	0
> CCOC(=O)[C@]12CCCCC/C=C\1N(Cc1ccc(OC)cc1)C(=O)[C@H]2CC(=O)N1CCCC1
→ 5	-3	3	0.9	-2	nt	1	1	-4	-1

The list continues.
Second line of a record – DDE Tn7 FP inh	LEDGF integ inh	SIAE inh	proKLK7 act	MBD2 DNA inh	TCR-CD3 inh	UHRF1 MBD2 ctr	PRMT1 inh	TDP2 absorb	DDE Tn6 FP inh
> Cc1cc(C)cc(OCC(=O)NCCc2nc3ccccc3[nH]2)c1
→ -2	8	-1	-0.7	2	0	-2	-1	-7	-3
> CCCC[n+]1ccn(-c2nc3c([N+](=O)[O-])cccc3n2C)c1
→ -1	2	-2	0.0	3	-7	-2	0	0	7
> CCC(=O)Nc1cccc(SC)c1
→ 0	0	4	0.3	5	-3	3	4	-2	-6
> Cc1nn(Cc2c(F)c(F)c(F)c(F)c2F)c(C)c1NC(=O)c1ccc(COc2ccc(Cl)cc2Cl)o1
→ -2	1	-3	-0.1	2	4	-4	1	5	-6
> CCSc1nc2cc(OC)c(OC)cc2c(=O)n1CCc1ccccc1
→ -5	5	3	-0.5	1	4	-3	1	2	-3
> Cc1nn(C)cc1-c1csc(N)n1
→ 2	4	7	0.7	-7	-4	-2	-1	-9	-3
